# Compound activity (PubChem BioAssay)
# AI-2 QS modul: Vibrio harveyi AI-2 quorum sensing modulators, primary screen, JMH597 strain, luminescence/OD600 ratio | Vibrio harveyi JMH597 AI-2 luminescence/OD600 ratio, 9 h; hits give low values; strain lacks LuxN and CqsS sensors; 0 = neutral-control median | activity change, % at 7.5 µM | 0.4% of 300,000 active | AID 2094, 2009; in the data active = activity change below about -75%, passing the limit was not always enough;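 note: luminescence divided by OD600 gain over 9 h not by final OD600 alone; inactives centre near 13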
# KLF5 inhibitor: KLF5 expression inhibitors, primary screen, DLD-1 cells, luminescence; DLD-1 KLF5 promoter-luciferase reporter; inhibition, % at 5 µM; 0.23% of 290,000 active; AID 1700, 2009;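 active = inhibition above a per-plate limit of that plate's mean compound inhibition plus 3 SD, cut at about 60% in these data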;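 note: 0% = DMSO wells and 100% = LY294002 at 200 µM; higher means less KLF5 promoter-driven luciferase light; inactives centre near -14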
# aSyn 5UTR inh: MLPCN primary screen, SNCA 5' untranslated region; alpha-synuclein 5'UTR reporter, inhibitor activity; inhibition, % (tested at 7.5 µM); 0.82% of 300,000 active; AID 1813, 2009; in the data active = inhibition above about 60%;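 note: H4 neuroglioblastoma cells stably carrying SNCA 5'UTR luciferase fusion; 0% = DMSO wells and 100% = positive control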
# PolyA inhibitor: polyadenylation inhibitors in yeast reporter cells, primary screen, luminescence, S. cerevisiae; S. cerevisiae SKY197-pL101 polyadenylation reporter, beta-gal luminescence; efflux-impaired pdr1/pdr3 knockout yeast; score 100 = 6 SD above DMSO; calls only at 12 µM; 0.02% of 300,000 active;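 active = lowest replicate activity score at least 50, where 100 means six control SD above control mean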;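 note: yeast exposed to compound for 9 h at 30 °C; higher score means more reporter readthrough which indicates perturbed polyadenylation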
# HSP90 refold inh: HSP90 inhibitors, primary screen, cell lysate, luminescence; 0.91% of 290,000 active; Rabbit reticulocyte lysate, luciferase refolding luminescence, 3 h; inhibition, % at 5.6 µM; Heat shock protein HSP 90 (rabbit reticulocyte lysate; luciferase refolding);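 active = inhibition above the screen-wide mean plus 3 SD, computed separately per campaign, cut at about 16% in these data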;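 note: 0% = DMSO wells and 100% = 60 µM geldanamycin wells; inhibitors lower the luminescence because luciferase stays unfolded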
# GSK3beta inhib: human GSK3beta kinase inhibitors, primary screen, biochemical, cell-free homogeneous, HTS | activity score (negative = inhibition), % at 10 µM | 0.038% of 300,000 active | Glycogen synthase kinase-3 beta (Homo sapiens), P49841 | GST-GSK3beta kinase, ADP-Glo luminescence, 60 min; hits give low values;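 active = more than half of replicate wells score below -50%, meaning over 50% inhibition versus plate controls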;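 note: 0% = median DMSO wells and -100% = median GW8510 positive control wells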
# Target sequence (P49841 whole entry, looked up): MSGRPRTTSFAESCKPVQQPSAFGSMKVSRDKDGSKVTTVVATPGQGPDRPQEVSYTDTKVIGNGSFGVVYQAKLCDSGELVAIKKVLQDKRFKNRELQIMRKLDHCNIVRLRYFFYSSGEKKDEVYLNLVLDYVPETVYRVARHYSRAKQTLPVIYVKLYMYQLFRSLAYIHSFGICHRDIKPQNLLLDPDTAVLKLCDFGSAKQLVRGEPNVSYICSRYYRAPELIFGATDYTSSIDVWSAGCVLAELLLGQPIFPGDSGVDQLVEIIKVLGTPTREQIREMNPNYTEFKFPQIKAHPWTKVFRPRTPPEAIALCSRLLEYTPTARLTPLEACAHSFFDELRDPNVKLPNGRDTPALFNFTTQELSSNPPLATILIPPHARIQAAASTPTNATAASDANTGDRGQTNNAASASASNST
#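 test system = GST-tagged human GSK3beta kinase, cell-free | reagent = 25 µM ATP with peptide substrate | dosing = one dose of 10 µM per compound | schedule = 60 min reaction, RT | detection = luminescent ADP-Glo measurement of ADP formed | control set = DMSO neutral wells and GW8510 at 20 µM as positive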
# IEC-6 cytotox: cytotoxicity in IEC-6 intestinal epithelial cells, primary screen, cytotoxicity control for KLF5 inhibitor project, cell-based, luminescence | IEC-6 cytotoxicity, luminescence viability | inhibition, % at 5 µM | 0.78% of 290,000 active; in the data active = inhibition above about 22%;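 note: 0% = plate median of test compound wells and 100% = cytotoxic reference compound wells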
# GSK3 alpha inh: blockers of GSK3A enzyme activity – biochemical, luminescence, cell-free homogeneous, HTS, primary screen | Glycogen synthase kinase-3 alpha (Homo sapiens), P49840 | GSK-3 alpha kinase, ADP-Glo luminescence, 60 min | inhibition, % at 10 µM | 0.1% of 320,000 active | AID 2650, 2010;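 in the data active = inhibition above about 50%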;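 note: GST-tagged GSK-3 alpha with peptide substrate and 25 µM ATP; 0% = DMSO neutral wells and 100% = GW8510 positive control wells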
# Target sequence (P49840 whole entry, looked up): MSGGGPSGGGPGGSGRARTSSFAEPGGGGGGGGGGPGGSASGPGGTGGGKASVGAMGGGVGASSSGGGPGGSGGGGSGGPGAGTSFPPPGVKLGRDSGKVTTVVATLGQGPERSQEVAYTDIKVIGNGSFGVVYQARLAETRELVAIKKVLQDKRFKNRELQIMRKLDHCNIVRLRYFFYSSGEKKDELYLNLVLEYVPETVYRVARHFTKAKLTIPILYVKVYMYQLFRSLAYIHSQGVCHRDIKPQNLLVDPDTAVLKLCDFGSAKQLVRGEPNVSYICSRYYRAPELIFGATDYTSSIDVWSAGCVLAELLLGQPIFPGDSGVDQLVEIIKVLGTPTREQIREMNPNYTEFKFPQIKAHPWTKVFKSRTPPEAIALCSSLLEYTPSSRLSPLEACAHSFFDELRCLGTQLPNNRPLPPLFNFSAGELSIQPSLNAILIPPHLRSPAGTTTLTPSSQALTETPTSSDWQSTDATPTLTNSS
# HSF-1 act: HSF-1 activators, primary screen, NIH3T3-HGL cells, MG132 stress, luminescence, single point. NIH3T3-HGL HSF-1 luciferase reporter, 8 h; 100% = twice DMSO control signal. activation, % at 9 µM. 1.7% of 300,000 active;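 active = mean replicate activation of at least 50% with a set share of replicates each reaching 50%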;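 note: 0% = median of the neutral control wells and 100% = twice that signal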
# HSF1 inh: HSF1 inhibitors in luciferase reporter cells, primary screen, cell-based, NIH3T3, luminescence; NIH3T3-HGL HSE-luciferase, MG132-induced, luminescence 8 h; hits give low values; 0.77% of 300,000 active; activity change, negative = inhibition, % at 7.5 µM (by protocol);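 active = more than half of replicate wells show activity change below -50%, luminescence cut by over half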;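 note: luciferase reports HSF-1 transcriptional activity via heat shock element; 0% = median of DMSO wells and -100% = zero luminescence signal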
# The depositor's hits bear a star; i = inactive; . = no result given. This is a subset (hit frequency here may not be typical).
smiles,AI-2 QS modul,KLF5 inhibitor,aSyn 5UTR inh,PolyA inhibitor,HSP90 refold inh,GSK3beta inhib,IEC-6 cytotox,GSK3 alpha inh,HSF-1 act,HSF1 inh
CCn1c(COc2cccc(C)c2C)nnc1SCC(=O)Nc1cc(C)on1,1,-25,-19,i,-1,1,1,-3,22,-7
Fc1ccc(C2c3[nH]c4ccccc4c3CCN2Cc2ccoc2)cc1 (stereo unspecified),18,-4,-20,i,-5,4,-2,-2,4,3
N#Cc1ccsc1NC(=O)CSc1ncnc2ccccc12,8,-32,31,i,3,-1,6,6,25,17
O=C(CN1C(=O)C2C3c4ccccc4C(c4ccccc43)C2C1=O)N1CCOCC1 (stereo unspecified),31,5,15,i,-1,-3,2,2,1,-2
COc1ccc(N2C(=O)C3CCCN3C2c2cc(OC)c(OC)cc2OC)cc1 (stereo unspecified),17,-36,-4,i,0,-2,-3,4,-9,-7
CN[C@H]1CCc2cc(OC)c(OC)c(OC)c2-c2ccc(OC)c(=O)cc21,9,.,90*,i,.,-3,.,2,-42,-30
COc1ccc2[nH]c(C(=O)N/N=C/c3cc(OC)c(OC)c(OC)c3)cc2c1,19,-35,-61,i,3,-3,-2,6,-9,-10
Cc1ccc(C(=O)NCC(=O)N2CCc3ccccc3C2)cc1C,20,-22,2,i,-1,2,-1,-2,2,9
O=C(C1CC1)N1CCc2cc(Br)cc(S(=O)(=O)NCCN3CCOCC3)c21,23,-10,-11,i,6,4,-2,0,-9,-2
COc1cc(NC(=O)CC2NCCNC2=O)cc(OC)c1 (stereo unspecified),36,-29,-35,i,1,3,2,1,-6,0
COc1ccc(C)cc1NC(=O)CCS(=O)(=O)c1ccc2c(c1)oc(=O)n2C,23,-18,-24,i,-6,-3,-11,0,20,7
CC(=O)N1CCCN(Cc2nc(C3(c4ccc(C)cc4)CCCC3)no2)CC1,-11,-73,-47,i,-4,3,0,-9,-15,-13
CCC(=O)Nc1ccc(NC(=O)CSc2nnnn2CC)cc1C,.,-34,.,.,-1,.,4,-1,.,.
O=C(c1ccc(Cl)cc1)N1CCc2ccccc21,-3,-31,-3,i,18*,-2,-3,4,16,12
O=C(/C=C\c1ccccc1)NCC(=O)N/N=C/c1ccc(O)cc1O,21,26,-3,i,-3,2,1,-1,21,5
Cc1noc(C)c1CCC(=O)NC1CCCN(Cc2ccc(CC(C)C)cc2)C1 (stereo unspecified),4,-8,-13,i,-6,-3,-2,-2,0,-5
COCCNC(=O)CN(Cc1ccc(F)cc1)C(=O)CCC(=O)Nc1nccs1,4,-18,-2,i,3,0,2,6,0,-4
Cn1cc(S(=O)(=O)N2CCN(c3cccc(Cl)c3)CC2)c(=O)n(C)c1=O,13,0,8,i,13,0,-1,2,2,-3
Cc1ccc(-n2c(CC#N)n[nH]c2=S)c(C)c1,3,4,-18,i,2,1,4,-4,4,0
CC(NC(=O)C1CCN(S(=O)(=O)c2ccc(Br)s2)CC1)c1ccccc1 (stereo unspecified),.,-5,15,i,-3,.,6,-1,7,-1
CCCc1ccc(OCC(=O)NNC(=S)NC(=O)c2ccco2)cc1,-6,-42,39,i,0,3,5,-3,2,0
CCn1nc(C)c(NS(=O)(=O)c2ccc(C)cc2)c1C,16,-27,3,i,-7,2,1,-4,2,0
Cn1c(=O)c2c(nc(Br)n2CCCc2ccccc2)n(C)c1=O,32,-32,4,i,1,3,-5,-3,17,-2
C/C(=C\c1ccccc1)C(=O)Nc1cc(C)on1,-2,-90,-161,i,1,8,-1,-2,18,10
CC1(C)O[C@@H]2CC3C4C[C@H](F)C5=CC(=O)C=CC5(C)C4C(O)CC3(C)[C@]2(C(=O)CO)O1 (stereo partly specified),4,.,17,i,.,-2,.,-4,-44,-32
COc1ccc2[nH]c(=O)c(CN(C(=O)c3cccnc3)c3ccc(C)cc3C)cc2c1,40,-11,-6,i,2,-2,3,-3,19,10
CCOc1ccc2nc(N(CCN(C)C)C(=O)c3ccc4ccccc4c3)sc2c1,26,-28,-8,i,-2,2,1,-1,13,5
COc1ccccc1C(=O)NCCC(=O)NC1CCCC(C)C1C (stereo unspecified),7,.,-1,i,.,-2,.,-2,2,2
Cc1ccc(C2CC2C(=O)NNC(=S)Nc2cccc(Cl)c2)cc1 (stereo unspecified),33,2,-25,i,1,2,4,-3,-3,-2
CCC(=O)c1ccc(OCC(=O)OCC(=O)N2CCN(c3ccc(OC)cc3)CC2)cc1,25,.,-18,i,.,-1,.,-1,8,-3
Cc1sc(NC(=O)c2ccco2)c(CN2CCC(C)CC2)c1C,8,-25,-13,i,0,1,-3,0,3,18
COc1ccc(Cc2noc(CN(C)C3CC(C)(C)NC(C)(C)C3)n2)cc1OC,20,-27,13,i,0,-3,0,-1,-12,-10
CC(=O)c1ccc(NC(=O)C2CC(=O)Nc3nc4ccccc4n32)cc1 (stereo unspecified),17,-27,1,i,-5,6,0,0,0,0
COc1cc(CC(=O)OCC(=O)NC2CCCCC2)cc(OC)c1OC,0,-20,-3,i,1,1,-2,-1,0,-5
COc1ccc(-c2cc(C(F)F)n3ncc(C(=O)Nc4ccc(C(=O)N5CCOCC5)cc4)c3n2)cc1,8,-10,-7,i,1,1,-2,0,-1,3
CCOC(=O)c1cnc2c(-c3ccccc3)cnn2c1N,15,-132,-54,i,0,3,1,0,53*,31
COc1cc(C(=O)O[C@H]2C/C(C)=C/CC[C@]3(C)O[C@@H]3C(O)C2C(C)C)cc(OC)c1OC (stereo partly specified),1,-31,3,i,7,-3,-2,-3,3,9
COCCN(CC(=O)Oc1ccccc1P(=O)(OC)OC)Cc1ccccc1,13,-22,7,i,-5,4,-4,-3,-6,-4
CCCn1c(C(C)Nc2nc(C)cs2)nc2cc(Cl)c(Cl)cc21 (stereo unspecified),-1,-10,18,i,-5,0,-9,-2,12,3
CN(C)S(=O)(=O)N(CC(=O)Nc1ccc(S(=O)(=O)N2CCCC2)cc1)c1ccccc1,16,-18,21,i,-2,-3,-5,2,-7,-4
CCO/C=C1/C(=O)N(c2ccccc2OC)C(=O)c2ccccc21,49,0,-9,i,3,1,8,-1,2,-1
CCN(CC)S(=O)(=O)c1ccc(C(=O)NNc2nc(-c3ccccc3)c3cc(Br)ccc3n2)cc1,18,8,-8,i,0,3,-3,-1,0,12
NS(=O)(=O)c1ccc(CNC(=O)Cc2ccsc2)cc1,28,-7,1,i,-3,0,-1,0,-11,-8
COc1cc(CN2CCNC(=O)C2CC(=O)N(Cc2nccn2C)C(C)C)cc(OC)c1 (stereo unspecified),25,-14,9,i,-2,1,0,-3,-4,-5
CCOC(=O)NC(=O)C(=CNNc1ncc(C(F)(F)F)cc1Cl)C(=O)NC(=O)OCC,17,-20,12,i,3,3,9,-1,12,-2
CCOc1ccc(CCNS(=O)(=O)c2cnc[nH]2)cc1OCC,6,-21,7,i,3,-7,-9,-1,-6,-18
COc1ccc(C(=O)NNC(=O)CSc2nnc(C3CC3)n2C)cc1,35,-32,-14,i,-7,-2,-9,1,3,-6
O=C(Cn1c(=O)sc2ccccc21)NCc1ccccn1,27,-36,-68,i,-2,2,4,-2,18,0
Cc1nc(N2C(=O)C(=O)/C(=C(/O)c3ccccc3)C2c2ccco2)sc1C (stereo unspecified),-31,-21,-1,i,0,3,-3,0,7,8
Nc1nc(-c2cc3c(cc2Cl)OCCO3)cs1,1,-27,-28,i,-2,1,2,2,15,2
CCc1sc(C(=O)Nc2nc(C)cs2)cc1C,10,-80,-82,i,21*,0,-3,.,46,19
O=S(=O)(NC1=NCCCCC1)c1cccs1,31,-6,6,i,0,-1,2,-4,8,-5
CCOC(=O)/C(=C/c1ccc(Cl)cc1)NC(=O)c1ccco1,22,-10,-1,i,2,2,-3,-3,17,4
Fc1ccc(NC(=S)Nc2cccnc2)c(F)c1F,21,-6,-16,i,-3,-1,4,.,1,1
Clc1nc2nc3n(c2nc1Cl)CCC3,5,-8,12,i,1,-1,-5,0,-1,0
CCOCCCNC(=O)c1cn2c3c(ccc(Cl)c3c1=O)OC(C)C2 (stereo unspecified),-2,-38,6,i,0,1,9,.,-2,-11
Cc1ccc(NS(=O)(=O)c2cccc(C(=O)N(C)Cc3cccs3)c2)cc1,26,.,18,i,.,2,.,-1,-5,4
O=C(N/C(=N\O)c1ccccc1)Nc1ccc(Cl)cc1,.,-40,.,.,5,.,0,-4,.,.
Cc1cccc(OCCOC(=O)C2CCN(S(=O)(=O)c3ccc(C)c(C)c3)CC2)c1,7,-16,-13,i,0,-2,-5,-1,-2,-8
CCn1c(CC(=O)Nc2ccc(C)cc2)nnc1SCC(=O)N1CCOCC1,6,-16,17,i,5,-1,-6,0,14,-6

# Following part:
smiles,AI-2 QS modul,KLF5 inhibitor,aSyn 5UTR inh,PolyA inhibitor,HSP90 refold inh,GSK3beta inhib,IEC-6 cytotox,GSK3 alpha inh,HSF-1 act,HSF1 inh
Clc1ccc(-c2ccnc(-n3cccc3)n2)s1,-3,-22,-23,i,3,0,-2,-1,3,-2
O=C(Nc1c(Cl)cccc1Cl)c1cc(=O)n(Cc2ccccc2)c(=O)[nH]1,.,1,-21,i,-1,.,-5,-2,-18,4
CC(=O)Nc1ccc(S(=O)(=O)CCC#N)cc1,14,-31,-29,i,0,-1,-9,-3,0,-3
Cc1nc(NC(=O)c2ccccc2)sc1-c1csc(Nc2cccc(Cl)c2)n1,3,-34,-47,i,42*,2,0,0,5,1
O=C(c1ccco1)c1coc2c1cc(O)c1ccccc12,19,-1,-42,i,-1,-3,25*,.,68*,36
O=C(N/N=C/c1ccc(Cl)s1)c1ccccc1[N+](=O)[O-],-48,-24,-11,i,1,-1,3,-2,10,1
COc1ccc(NC(=O)c2ccc(COCC(F)(F)F)cc2)cc1OC,3,-10,-25,i,-3,2,13,2,10,-8
CSc1nc2ccc(S(=O)(=O)Nc3c(C)n(C)n(-c4ccccc4)c3=O)cc2s1,3,5,11,i,-1,0,1,-1,10,15
CC(C)N(CC#CCC1(O)c2ccccc2-c2ccccc21)CCO,15,-12,0,i,-1,2,2,-3,-12,-5
Cc1cccc2nc3c(nc12)CCCC3,-2,-44,9,i,-5,0,-2,0,3,2
